From PubChem BioAssay
KKLEB tox = CF airway cell cytotoxicity counter-screen | AID 602141 | activity change (cytotoxicity), % at 5 µM | KKLEB CF airway cells viability, ATPlite luminescence, overnight; active compounds read low; cells stimulated with P. aeruginosa culture filtrate | 360,000 tested, 0.36% active;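 active = corrected activity change at or below -50% at 5 µM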
NR2E3 ag-1 = activates human photoreceptor nuclear receptor NR2E3. GST-NR2E3/biotin-RetCOR TR-FRET, 1536-well. inhibition of corepressor binding, % at 4.78 µM. 320,000 tested, 0.12% active. AID 2300;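 active = percent inhibition above the cutoff of mean plus 3 SD of all tested compounds, set per screening campaign, cut at about 20% in these data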;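 also: 0% = DMSO wells and 100% = biotin wells as full block of FRET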
Target sequence (Q9Y5X4 whole entry, looked up): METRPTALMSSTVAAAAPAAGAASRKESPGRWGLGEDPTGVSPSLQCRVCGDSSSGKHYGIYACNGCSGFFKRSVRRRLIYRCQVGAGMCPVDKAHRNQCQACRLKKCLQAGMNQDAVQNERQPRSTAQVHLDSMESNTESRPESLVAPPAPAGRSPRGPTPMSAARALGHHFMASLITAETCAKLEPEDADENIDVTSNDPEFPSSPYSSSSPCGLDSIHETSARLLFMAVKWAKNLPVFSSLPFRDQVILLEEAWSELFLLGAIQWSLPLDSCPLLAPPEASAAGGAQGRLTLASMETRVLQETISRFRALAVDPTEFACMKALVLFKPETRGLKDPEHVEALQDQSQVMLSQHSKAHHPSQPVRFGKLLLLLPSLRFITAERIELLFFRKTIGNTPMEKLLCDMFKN
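Material: NR2E3–RetCOR corepressor complex / Incubation: Compound–protein incubation for 5 h at 4 °C / Dosing: compound at 4.8 µM, single dose / Detection: time-resolved FRET / Benchmarks: high control biotin, low control 0.6% DMSO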
CF NFkB inh = inhibitors of cystic fibrosis induced NF-kB. AID 588850. 360,000 tested, 0.86% active. inhibition, % at 5 µM. KKLEB NF-kB-GFP reporter, PAF-induced, GFP fluorescence overnight;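 active = at least 50% inhibition at 5 µM, scaled per plate between neutral and stimulator controls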;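 also: PAF is a Pseudomonas aeruginosa culture filtrate used as stimulus; plate controls were PAF-stimulated DMSO wells for no effect and unstimulated DMSO wells for full effect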
EBV LMP1 NFkB = reduces LMP1-driven NF-kappaB luciferase signal | LMP1-induced NF-kappaB luciferase reporter cells, luminescence | inhibition, % at 12.5 µM | 350,000 tested, 0.69% active | AID 504558; in the data active = inhibition above about 41%;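 also: 0% = neutral control wells and 100% = reference inhibitor control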
HIF-2a block = HIF-2a inhibition. 786-0 RCC cells HIF-2a reporter, luciferase luminescence, overnight. inhibition, % at 18.8 µM. 360,000 tested, 0.72% active. AID 624352;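 active = inhibition of the luminescence signal of 40% or more relative to plate controls, in a single-dose primary screen at 18.75 µM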
Peg3 promoter = inhibitors of Peg3 promoter; AID 588405; 360,000 tested, 1.7% active; HeLa PEG-Prom luciferase reporter, luminescence, overnight; inhibition, % at 20 µM;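 active = inhibition of at least 50% at 20 µM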
C8 TRAIL sens = caspase-8 TRAIL sensitization. AID 624354. inhibition (viability loss, TRAIL sensitization), % at 10 µM. NB7+C8 cells + TRAIL, ATPlite viability luminescence. 360,000 tested, 1% active;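 active = compounds causing at least 50% loss of cell viability in the single-dose screen, relative to plate controls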
Shn3 inh set2 = inhibitors of Schnurri-3 3'UTR reporter in osteoblasts | Clone20 osteoblast Shn3 3'UTR firefly luciferase, 24 h | inhibition, % at 12.5 µM | 360,000 tested, 0.52% active;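 active = mean inhibition of at least 75% with every replicate also reaching 75%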;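 also: 0% = median of neutral control wells and 100% = pilot-screen positive control compound; some compounds past the cut are filed as inactive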
NR2E3 ag-2 = activates human NR2E3 receptor; Q9Y5X4; CHO-S Gal4-NCOR/VP16-NR2E3 two-hybrid, luciferase; inhibition of corepressor binding, % at 3.98 µM; 360,000 tested, 0.35% active; AID 602229;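 active = inhibition above the mean of all tested compounds plus 3 SD, cut at about 70% in these data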;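 also: 0% = DMSO with NR2E3 transfected cells and 100% = cells lacking NR2E3 construct; higher means lower luciferase signal from less NR2E3 corepressor binding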
TRPM1 prom inh = MITF TRPM1 promoter inhibition in SK-MEL-5 cells; inhibition, % at 12.5 µM; SK-MEL-5 TRPM1 promoter luciferase, 24 h; 330,000 tested, 0.83% active;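 active = mean inhibition across replicates of 60% or more, whatever share of single replicates reaches that level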; also: values of inactives mirror those of a sister screen read the other way
hiPSC survival = hiPSC single-cell survival enhancement; ATPlite luminescence; 100% = ROCK inhibitor wells, 0% = DMSO; AID 602274; 360,000 tested, 0.044% active; survival enhancement, % at 20 µM; in the data active = survival enhancement above about 18%;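 also: cells exposed to compounds for 16 hours before the ATP read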
An asterisk follows results filed as active; · = not tested or not shown.

no.	SMILES	KKLEB tox	NR2E3 ag-1	CF NFkB inh	EBV LMP1 NFkB	HIF-2a block	Peg3 promoter
1	O=C(NCc1ccccc1CN1CCCC1)C1CCN(S(=O)(=O)c2ccc(F)c(F)c2)CC1	-42	-1	32	1	-4	6
2	O=C(O)CN1C(=O)NC2(CCc3ccccc32)C1=O (configuration not stated)	7	3	1	-3	9	-4
3	CCOC(=O)c1[nH]c(C)c(C(=O)N2CCN(c3ccc(F)cc3)CC2)c1C	7	5	5	-3	13	6
4	CCc1ccc(OCC(=O)Nc2nnc(-c3ccco3)s2)cc1	-1	-1	14	-6	-13	-31
5	CN(C(=O)n1cnc2ccccc21)c1ccccc1	-10	2	-1	0	6	-3
6	CCCn1c(N)c(N(CCOC)C(=O)c2ccc([N+](=O)[O-])cc2Cl)c(=O)[nH]c1=O	6	-1	5	-4	5	-3
7	CCC(C)(C)NC(=O)C(c1ccc(C)o1)N(Cc1cccs1)C(=O)Cn1nnc2ccccc21 (configuration not stated)	-10	4	-3	-3	10	30
8	Nc1nc(-c2ccccc2Cl)cs1	-8	·	-6	·	-185	-175
9	COC(=O)c1ccc(Nc2nc3ccc(C)cc3n3cnnc23)cc1	0	1	-11	-3	-45	-58
10	C=CCNc1nc(N)c(C(=O)c2ccc3c(c2)OCO3)s1	-7	-1	39	-1	-149	-194
11	COc1ccc(NC(=O)CCSCCC(=O)Nc2ccc(OC)cc2OC)c(OC)c1	9	3	-14	-3	-5	-4
12	COc1ccc(CCNC(=O)c2cn3ccc(C)cc3n2)cc1OC	-3	3	1	1	-19	-3
13	CCOC(=O)c1ccc(NC(=O)C2CCCN(S(=O)(=O)c3ccc(F)cc3)C2)cc1 (configuration not stated)	7	-1	-14	18	19	74*
14	O=C(CC1SCCNC1=O)Nc1ccc(Cl)c(Cl)c1 (configuration not stated)	-2	-2	10	-6	-101	-76
15	CCOC(=O)c1oc2ccccc2c1COC(=O)CNC(=O)c1ccccc1OC	1	1	-2	2	7	3

no.	C8 TRAIL sens	Shn3 inh set2	NR2E3 ag-2	TRPM1 prom inh	hiPSC survival
1	7	-8	-1	-24	-0.2
2	-13	-64	-29	1	0.9
3	2	1	-7	3	5.3
4	-3	-24	-10	-1	-0.5
5	6	22	-11	-1	-0.4
6	-10	-15	-13	·	-0.3
7	-1	12	-3	5	0.2
8	-21	-51	-24	·	2.3
9	-7	-41	-35	-41	-0.3
10	-10	-28	-42	-35	2.2
11	-5	5	-7	2	-2.4
12	2	4	0	9	4.8
13	31	20	1	22	-3.5
14	0	-25	-19	-35	0.6
15	0	4	-17	-3	-0.1

Of the compounds above, 3 have a Cl atom:
no.	SMILES	KKLEB tox	NR2E3 ag-1	CF NFkB inh	EBV LMP1 NFkB	HIF-2a block	Peg3 promoter
6	CCCn1c(N)c(N(CCOC)C(=O)c2ccc([N+](=O)[O-])cc2Cl)c(=O)[nH]c1=O	6	-1	5	-4	5	-3
8	Nc1nc(-c2ccccc2Cl)cs1	-8	·	-6	·	-185	-175
14	O=C(CC1SCCNC1=O)Nc1ccc(Cl)c(Cl)c1 (configuration not stated)	-2	-2	10	-6	-101	-76

no.	C8 TRAIL sens	Shn3 inh set2	NR2E3 ag-2	TRPM1 prom inh	hiPSC survival
6	-10	-15	-13	·	-0.3
8	-21	-51	-24	·	2.3
14	0	-25	-19	-35	0.6

(continued)
no.	SMILES	KKLEB tox	NR2E3 ag-1	CF NFkB inh	EBV LMP1 NFkB	HIF-2a block	Peg3 promoter
16	S=C(NCc1cccnc1)Nc1ccc(Cl)c(Cl)c1	-1	1	19	1	-32	18
17	C=Cc1ccc(CSc2cc(C)nc3nc(C)nn23)cc1	1	2	18	5	4	-2
18	Cc1ccccc1NC(=O)COC(=O)c1ccc(CSc2ccc(Cl)cc2)cc1	-2	1	9	-3	-3	21
19	COc1cccc(NC(=O)CN2CCN(S(=O)(=O)c3ccc(F)cc3)CC2)c1	4	2	-16	-7	13	2
20	Cc1ccc(S(=O)(=O)N2CCOCC2)cc1C(=O)OCC(=O)c1ccc[nH]1	-14	2	6	-9	9	21
21	CC1CCCC(C)N1C(=O)c1ccc(S(=O)(=O)N2CCCC2)cc1 (configuration not stated)	3	-2	-17	-1	7	19
22	Oc1ccc(Br)cc1-c1cc(-c2ccccc2F)[nH]n1	0	2	7	-36	-110	-75
23	COc1ccccc1CNS(=O)(=O)c1ccc2c(c1)oc(=O)n2C	11	1	0	-2	-4	8
24	COc1cc(C2C(C(=O)C(C)(C)C)=C(O)C(=O)N2Cc2ccccc2)ccc1O (configuration not stated)	-5	7	-4	-9	12	12
25	CCCc1cc(C(=O)Nc2cccnc2Cl)no1	6	2	-12	-22	-89	-98
26	Cc1ccc(C(=O)NCC(=O)OC(C)C(=O)NCCC2=CCCCC2)cc1C (configuration not stated)	9	4	-6	4	4	5
27	NC(=O)c1ccccc1NC(=O)c1ccccc1S(=O)(=O)c1ccccc1[N+](=O)[O-]	2	0	-5	-6	12	6
28	COc1ccc(OC)c(NC(=S)Nc2ccccc2)c1	-1	-2	5	-12	-29	2
29	CCCNC(=O)NC(=O)COC(=O)c1ccc(OC)c(S(=O)(=O)N2CCCc3ccccc32)c1	2	4	9	-2	4	16
30	CCOCc1nnc(NC(=O)C2CC(=O)N(CCc3ccc(F)cc3)C2)s1 (configuration not stated)	-7	1	10	-4	12	-11

no.	C8 TRAIL sens	Shn3 inh set2	NR2E3 ag-2	TRPM1 prom inh	hiPSC survival
16	3	10	-5	-9	-1.0
17	1	2	-41	-12	-0.6
18	2	39	4	1	0.6
19	-3	-6	-3	4	3.5
20	13	16	-35	4	-3.2
21	10	1	-4	-8	-0.1
22	22	-54	-44	-15	0.9
23	0	6	-24	·	-1.9
24	7	3	-32	13	0.0
25	-5	-45	-7	-27	-3.6
26	1	17	7	-8	-0.2
27	-7	9	-17	7	-1.6
28	-10	4	-13	-15	4.8
29	-2	-3	-3	2	4.5
30	8	-16	-7	-7	0.2

Following part:
no.	SMILES	KKLEB tox	NR2E3 ag-1	CF NFkB inh	EBV LMP1 NFkB	HIF-2a block	Peg3 promoter
31	CCc1nc(C)cn1S(=O)(=O)c1cc(OC)c(C)cc1C	-3	6	2	-6	24	-1
32	COc1ccccc1CNC(=O)CNC(=O)[C@@H]1Cc2ccccc2CN1	4	0	0	-4	10	-4
33	COc1ccc(OC)c(S(=O)(=O)N2CCC(C(=O)N(C)Cc3ccccc3)CC2)c1	-6	-2	14	2	24	4
34	CC(C)CCn1c(CN2CCN(c3cccc(Cl)c3)CC2)nc2c1c(=O)n(C)c(=O)n2C	8	0	2	4	-13	11
35	COc1cc(C)c(Cl)cc1S(=O)(=O)NCc1ccco1	5	0	3	2	10	-1
36	O=C(CCCn1c(=S)[nH]c2cc3c(cc2c1=O)OCO3)NCCc1ccccc1Cl	-10	8	0	6	-11	7
37	O=C(NCc1cccnc1)/C(=C\c1ccc(-c2ccc(Br)cc2)o1)S(=O)(=O)c1ccccc1	-56*	4	86*	63*	93*	107*
38	Cc1ccc2c(c1)C(c1ccc([N+](=O)[O-])cc1)=NNC(c1ccc(Br)cc1)=N2	-14	0	-15	7	-15	-15
39	COc1ccccc1C(=O)NCCNc1nc2cc(C)cc(C)c2cc1C#N	-9	6	10	-8	9	20
40	O=C(Nc1ccccc1)OC1C2CCC1C(N1CCCCC1)CC2 (configuration not stated)	2	0	-1	1	-34	-33
41	O=C(NCc1ccco1)c1ccc(Cl)nc1	-20	2	20	-6	13	1
42	O=c1[nH]c2ccccc2cc1-c1nnn(-c2ccc(Cl)c(Cl)c2)n1	0	-1	4	-1	21	7
43	COc1ccc(Cl)cc1Nc1nc(C)nc2c1oc1ccccc12	-6	0	1	15	-16	9
44	CC1CN(C(=O)Nc2ccc3snnc3c2)c2ccccc21 (configuration not stated)	-29	2	9	-14	-104	-51
45	CCC1CCCCN1CCCNC(=O)Cn1nc(C)n2nc(-c3ccccc3)cc2c1=O (configuration not stated)	-2	3	2	-6	-4	-9

no.	C8 TRAIL sens	Shn3 inh set2	NR2E3 ag-2	TRPM1 prom inh	hiPSC survival
31	-15	-2	11	-10	6.7
32	11	-8	-17	-1	-0.2
33	-9	-2	-22	5	-0.3
34	11	-25	-6	·	1.7
35	3	-8	-28	0	-2.8
36	-7	-5	-18	-2	0.0
37	-15	96*	93*	100*	-3.1
38	24	0	-19	-13	-1.2
39	-3	22	11	8	-0.6
40	-1	-17	7	-5	3.3
41	-6	-6	-12	0	0.0
42	-14	0	-9	6	-2.7
43	6	10	-21	-12	-0.4
44	-5	-24	-38	-6	-1.1
45	-16	6	-10	2	0.3

Whole records as entered above. Values in the order: KKLEB tox	NR2E3 ag-1	CF NFkB inh	EBV LMP1 NFkB	HIF-2a block	Peg3 promoter	C8 TRAIL sens	Shn3 inh set2	NR2E3 ag-2	TRPM1 prom inh	hiPSC survival
`COc1ccc(Cl)cc1Nc1nc(C)nc2c1oc1ccccc12` is listed with -6	0	1	15	-16	9	6	10	-21	-12	-0.4
`Cc1ccc2c(c1)C(c1ccc([N+](=O)[O-])cc1)=NNC(c1ccc(Br)cc1)=N2` is listed with -14	0	-15	7	-15	-15	24	0	-19	-13	-1.2

The results go on:
no.	SMILES	KKLEB tox	NR2E3 ag-1	CF NFkB inh	EBV LMP1 NFkB	HIF-2a block	Peg3 promoter
46	O=C(CCNC(=O)c1ccccc1)NCC1CCCCC1	-8	-5	10	-5	-16	-12
47	CC(=O)c1ccc(OC(=O)CCNC(=O)c2ccccc2)cc1	6	·	-20	3	5	23
48	CCOc1c2ccc(C(=O)NCc3cc(C(F)(F)F)cc(C(F)(F)F)c3)cc2nn1CCOC	-4	0	-16	-4	-19	-26
49	O=C(CCc1nc2ccccc2[nH]c1=O)OCc1ccc(S(=O)(=O)N2CCOCC2)cc1	-1	4	1	-2	8	14
50	O=C(C1CCCO1)N1CCN(S(=O)(=O)c2ccc(F)cc2)CC1 (configuration not stated)	7	4	0	-3	4	-2
51	O=C(NC1CCCCCC1)c1c2c(nc3ccccc13)CCN(Cc1ccccc1)C2	-14	-1	10	-8	4	10
52	CC(C)(C)c1cc(=O)[nH]c(SCc2ccccc2Cl)n1	9	1	-3	5	14	7
53	CCOC(=O)N/N=C/c1cn(Cc2ccc(F)cc2)c2ccccc12	-6	-2	-20	4	5	18

no.	C8 TRAIL sens	Shn3 inh set2	NR2E3 ag-2	TRPM1 prom inh	hiPSC survival
46	-42	-3	23	-9	0.2
47	0	-4	6	·	0.8
48	-6	-12	15	-9	-1.3
49	-26	21	9	6	-0.6
50	1	4	16	-1	-0.5
51	5	-3	-30	7	1.8
52	-11	6	-25	8	-1.7
53	-13	-13	7	-30	-0.1

An excerpt, so the mix of outcomes need not match the whole.
